BAZ2B inh: blocks human BAZ2B | AlphaScreen BAZ2B-H3K14Ac peptide displacement | hit rate 4.4% among 360,000 | Q9UIF8 | AID 504333 | Potency, µM (series often up to 114 µM), for the others: at the highest dose activity change, negative = inhibition, actives largely listed as inhibitors; also: % is scaled to controls: 0 for no effect and ±100 for the full control effect; nearly all actives have a fitted effect of over 60% in size
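AlphaScreen displacement: compounds (up to 110uM) incubated 30 min at room temperature with a preformed 50 nM BAZ2B/50 nM biotinylated H3K14Ac peptide complex in PBS pH 7.4 with Tween-20. Donor and acceptor beads at 10 ug/mL final added, 20 min light-protected before reading.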
POLB inh: DNA polymerase beta (human) inhibition | hit rate 1.3% among 340,000 | Pol beta primer extension/strand displacement, fluorescence kinetic | Potency, µM (series often up to 114 µM), for inactives: at the highest dose activity change, negative = inhibition, hits mostly inhibitors | P06746; also: % is scaled to controls: 0 for no effect and ±100 for the full control effect
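Pol beta (10 nM) was preincubated with compound for 15 min at room temperature. The reaction was then started with 50 nM substrate and read immediately and after a further 10 min at room temperature.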
BLM inh: Bloom syndrome helicase (human) inhibition | Potency, µM (titrated, usually from 56.1 µM), for the others: at the top dose activity change, negative = inhibition, most hits filed as inhibitors | recombinant BLM DNA unwinding, fluorescence dequenching | hit rate 0.2% among 350,000 | P54132;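 also: plate controls were vehicle for no effect and no enzyme for full effect; nearly all actives have a fitted effect of over 35% in size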
Pol iota inh: DNA polymerase iota (human) inhibition; Q9UNA4; Pol iota fluorescent replication assay, 10 min; Potency, µM (top dose mostly 115 µM), without a hit: at the top dose activity, negative = inhibition, hits mostly inhibitors; hit rate 1% among 390,000; AID 588590
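Fluorescent replication assay read twice, at 0 min and 10 min after adding 50 nM (final) substrate. Enzyme (10 nM) and compounds were first incubated 15 min at room temperature; enzyme-free buffer wells were negative controls.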
Pol eta inh: DNA polymerase eta (human) inhibition. recombinant Pol eta, fluorescent DNA replication assay. hit rate 1.2% among 390,000. Q9Y253. Potency, µM (top dose mostly 114 µM), inactives show top-dose activity change, negative = inhibition, actives largely listed as inhibitors; also: % is scaled to controls: 0 for no effect and ±100 for the full control effect
Target sequence (Q9Y253 whole entry, looked up): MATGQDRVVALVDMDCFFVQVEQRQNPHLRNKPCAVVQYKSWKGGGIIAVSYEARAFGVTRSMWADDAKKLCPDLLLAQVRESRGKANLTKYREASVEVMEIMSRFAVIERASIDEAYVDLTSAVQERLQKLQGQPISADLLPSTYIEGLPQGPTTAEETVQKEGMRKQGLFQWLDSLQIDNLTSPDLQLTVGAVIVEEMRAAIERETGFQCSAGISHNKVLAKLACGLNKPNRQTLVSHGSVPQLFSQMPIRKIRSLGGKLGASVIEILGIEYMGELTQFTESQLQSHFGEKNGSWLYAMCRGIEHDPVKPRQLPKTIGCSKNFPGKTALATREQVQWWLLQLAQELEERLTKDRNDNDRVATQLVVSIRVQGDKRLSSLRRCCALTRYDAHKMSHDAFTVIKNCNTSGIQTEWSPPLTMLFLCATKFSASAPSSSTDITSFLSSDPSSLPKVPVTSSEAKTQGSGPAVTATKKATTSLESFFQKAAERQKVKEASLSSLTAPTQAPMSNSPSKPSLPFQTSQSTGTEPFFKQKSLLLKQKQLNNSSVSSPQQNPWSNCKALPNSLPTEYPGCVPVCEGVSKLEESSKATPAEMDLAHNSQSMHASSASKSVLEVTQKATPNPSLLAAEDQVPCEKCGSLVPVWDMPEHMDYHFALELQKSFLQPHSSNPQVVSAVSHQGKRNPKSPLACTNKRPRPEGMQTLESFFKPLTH
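Pol eta at 10 nM preincubated with compounds 15 min at room temperature; reaction started with fluorescent substrate (50 nM final) and read kinetically at 0 and 10 min.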
Anesthetic bind: binds horse apoferritin like a general anesthetic. hit rate 0.074% among 350,000. apoferritin/1-aminoanthracene competitive binding, fluorescence. Potency, µM (highest dose often 77.5 µM), without a hit: top-dose activity change, negative = displacement, most hits filed as inhibitors. P02791; also: % is scaled to controls: 0 for no effect and ±100 for the full control effect; nearly all actives have a fitted effect of over 20% in size
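Horse-spleen apoferritin (10 uM) was mixed with 50% saturated 1-aminoanthracene in PBS, exposed to compounds for 10 min at room temperature, and read for fluorescence (ex 380 nm, em 535 nm). Competitive displacement was fitted with a four-parameter Hill equation.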
G9a inh: inhibitors of human histone lysine methyltransferase G9a; G9a H3K9 monomethylation, AlphaScreen, 2 h; AID 504332; hit rate 8.8% among 350,000; Potency, µM (doses to about 102 µM), for the others: top-dose activity, negative = inhibition, actives largely listed as inhibitors; Q96KQ7; also: % is scaled to controls: 0 for no effect and ±100 for the full control effect; nearly all actives have a fitted effect of over 75% in size
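Compounds were preincubated with 20 nM G9a for 15 min, after which biotinylated H3K9 peptide (500 nM) and SAM (20 uM) started a 2 h room-temperature reaction. Monomethylated product was quantified by antibody-based AlphaScreen chemiluminescence.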
Pol kappa inh: DNA polymerase kappa (human) inhibition; Q9UBT6; purified Pol kappa, fluorescent DNA synthesis assay, 10 min; Potency, µM (doses to about 107 µM), without a hit: top-dose activity, negative = inhibition, hits mostly inhibitors; hit rate 0.53% among 400,000; AID 588579; also: % is scaled to controls: 0 for no effect and ±100 for the full control effect
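Pol kappa 10 nM + cpd, 15 min RT; start w/ substrate 50 nM final; fluorescence kinetic read, 0 and 10 min. Neg ctrl: buffer, no enzyme.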
APEX1 inh: inhibitors of human APE1 endonuclease; P27695; recombinant APE1, TAMRA/BHQ-2 abasic DNA cleavage fluorescence; Potency, µM (doses to about 65.8 µM), for inactives: at the highest dose activity change, negative = inhibition, hits mostly inhibitors; hit rate 0.35% among 350,000; AID 2517;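 also: plate controls were vehicle for no effect and reference inhibitor for full effect; nearly all actives have a fitted effect of over 55% in size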
Target sequence (P27695 whole entry, looked up): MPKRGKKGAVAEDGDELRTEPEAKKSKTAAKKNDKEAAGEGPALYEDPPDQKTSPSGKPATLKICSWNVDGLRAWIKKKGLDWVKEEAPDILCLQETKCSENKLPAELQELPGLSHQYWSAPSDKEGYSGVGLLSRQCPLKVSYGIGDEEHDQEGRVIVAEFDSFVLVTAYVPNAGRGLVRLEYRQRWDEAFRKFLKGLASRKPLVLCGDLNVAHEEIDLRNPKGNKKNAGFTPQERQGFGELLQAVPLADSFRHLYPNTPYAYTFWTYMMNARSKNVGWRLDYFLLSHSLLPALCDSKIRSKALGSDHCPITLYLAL
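Incision of a quenched TAMRA/BHQ-2 THF abasic-site duplex (50 nM) by 0.75 nM APE1, after 15 min compound preincubation, measured as fluorescence increase over three 60 s reads. Values normalized to buffer, DMSO and NSC13755 control wells.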
Numbers without * were called inactive; ? = inconclusive; . = no result given; [ ] = remark or other dose. Calls follow the shape of the dose curve; as a rule, active = well fitted curve in the direction sought with a large enough effect; inconclusive = small, poorly fitted or top-dose-only effect, or another doubt; inactive = no such curve, though single readings can be large; an effect the other way counts as inactive or inconclusive. Potency is read from the fitted curve at half-maximal effect.

SMILES	BAZ2B inh	POLB inh	BLM inh	Pol iota inh	Pol eta inh	Anesthetic bind	G9a inh	Pol kappa inh	APEX1 inh
COc1cccc(NC(=O)c2cn(C)c(=O)c3cc(OC)c(OC)cc23)c1	-5.1%	12.1%	-4.6%	13.2%	-24.6%	-15.7%	75.2%[activator][59 µM]	-14.0%	-3.6%
CCOC(=O)c1c(C=O)c2ccccc2n1CC	23.0%	14.7%	-0.1%	55.5%[activator]	-12.5%	-10.1%	-7.6%	-0.5%	?
COc1ccc2c3c(cccc13)OCC2=O	2.8%	2.7%	1.9%	-17.0%	?	156.3%[activator]	6.9%	-12.8%	-0.3%
Cc1cc(C)cc(-n2cc(C(=O)O)c(=O)cc2C)c1	79.4µM*	-9.0%	0.0%	13.1%	-12.0%	-5.4%	28.2µM*	-5.5%	?
COc1ccc(NC(=O)Cn2c(=O)n(CCCC(=O)NCc3ccccc3Cl)c(=O)c3ccccc32)c(OC)c1	-7.0%	36.8%	1.0%	?	-3.7%	-2.7%	-11.4%[59 µM]	-33.3%	.
Cc1cc(C)n(-c2nc3c(c(=O)[nH]c(=O)n3C)n2C(C)C)n1	-27.6%	1.5%	6.7%	7.6%	-12.8%	-5.4%	2.3%	-3.4%	-2.0%
COc1ccc(Cl)cc1NC(=O)Cc1ccc(NC(=O)N2CCCCc3ccccc32)cc1	-4.1%	26.8%	-0.2%	-1.9%	-15.1%	-12.4%	5.8%[59 µM]	-18.0%	.
COC(=O)Cn1c(SCCOc2ccccc2Cl)nc2ccccc21	-9.5%	5.3%	-2.2%	19.2%	-14.4%	-0.7%	-31.1%[59 µM]	-12.4%	.
c1ccc(CCn2nnnc2C(c2cccs2)N2CCOCC2)cc1 (stereo unspecified)	5.7%	33.5%	3.9%	-11.8%	-1.4%	5.2%	5.5%[12.7 µM]	-6.6%	14.3%
Cc1ccc(N=C2NC(=O)CS2)cc1	-2.3%	-23.7%	1.4%	7.2%	9.9%	-0.2%	-0.4%[12.7 µM]	-11.1%	3.4%
COc1ccc(-c2cc(C(=O)Nc3cc(C(F)(F)F)ccc3Cl)no2)cc1	5.4%	-1.6%	-3.3%	-1.0%	-11.4%	-0.1%	9.4%[59 µM]	-15.0%	.
Cc1cccc(C)c1NC(=O)C1c2cccc[n+]2CC(=O)N1Cc1ccc2c(c1)OCO2 (stereo unspecified)	-4.1%	10.2%	-0.8%	-7.6%	-11.2%	-14.2%	8.91µM*	0.3%[60.1 µM]	2.3%
CC(C)COP(=O)(c1ccc(N(C)C)cc1)C(O)c1ccccc1F (stereo unspecified)	-9.4%	25.6%	-3.0%	51.4%[activator]	-5.5%	-10.6%	.	-8.4%	-1.9%
Cc1ccc(C)c(C2=CSC3=NS(=O)(=O)CCN23)c1	-0.2%	18.8%	-6.9%	6.1%	-1.4%	-6.5%	-16.7%	4.6%	23.7%
O=S(=O)(Nc1cccnc1)c1ccc(Br)c2ccccc12	-4.8%	15.8%	-9.3%	10.8%	-12.3%	-1.4%	.	5.2%	2.3%
Cc1nc2sc(C(c3ccccc3)N3CCN(C)CC3)c(O)n2n1 (stereo unspecified)	2.7%	22.1%	3.4%	-29.7%	-4.8%	1.5%	-1.6%[59 µM]	-3.2%	1.3%
COc1ccc(Cl)cc1C(=O)N1CCN(c2ccccn2)CC1	-27.7%	15.1%	-0.4%	-5.4%	-7.7%	-11.7%	43.2%	2.8%	1.3%
Oc1ccc(C[C@H]2CNCCN2CC2(c3ccccc3)CC2)cc1	2.3%	.	.	?	-1.3%	.	24.8%[2.33 µM]	-5.1%	-2.5%
COc1cccc(NC(=O)COC(=O)c2ccccc2SCC(=O)N2CCCC2)c1	7.2%	.	.	28.8%	5.2%	.	7.2%[0.501 µM]	1.1%	2.8%
Cc1cc(OCCOc2cccc3cccnc23)cc(C)c1Cl	9.1%	4.2%	-2.9%	9.4%	1.0%	?	5.3%[12.7 µM]	-25.0%	10.2%

Full records from above. Order of screens: BAZ2B inh | POLB inh | BLM inh | Pol iota inh | Pol eta inh | Anesthetic bind | G9a inh | Pol kappa inh | APEX1 inh
Results for `COc1ccc(Cl)cc1C(=O)N1CCN(c2ccccn2)CC1` = -27.7% | 15.1% | -0.4% | -5.4% | -7.7% | -11.7% | 43.2% | 2.8% | 1.3%
Results for `c1ccc(CCn2nnnc2C(c2cccs2)N2CCOCC2)cc1` (stereo unspecified) = 5.7% | 33.5% | 3.9% | -11.8% | -1.4% | 5.2% | 5.5%[12.7 µM] | -6.6% | 14.3%

Next part.
SMILES	BAZ2B inh	POLB inh	BLM inh	Pol iota inh	Pol eta inh	Anesthetic bind	G9a inh	Pol kappa inh	APEX1 inh
N#Cc1c(SCC(=O)N2CCOCC2)nsc1SCC(=O)N1CCOCC1	-1.9%	-26.7%	-0.4%	1.2%	-3.8%	1.4%	8.7%[12.7 µM]	-12.1%	0.2%
O=C(Nc1cccc(C(F)(F)F)c1)C1CCN(S(=O)(=O)c2cccnc2)CC1	-3.9%	30.1%	-4.6%	6.9%	-21.6%	-5.3%	.	-1.3%	-19.1%
CCCCOc1ccc(-c2n[nH]c(=S)n2Cc2ccccc2)cc1	-0.7%	7.4%	-3.2%	22.0%	-16.0%	0.7%	20µM*	-26.5%	2.7%
CCOC(=O)c1cn(Cc2ccc(C)cc2)nn1	1.0%	27.8%	-8.6%	21.6%	-6.6%	-3.8%	20.3%	-8.3%	5.3%
COCCCNS(=O)(=O)c1cccc(S(=O)(=O)c2cccc(S(=O)(=O)NCCCOC)c2)c1	-14.4%	3.5%	-5.5%	0.1%	-2.4%	-6.4%	7.0%	-19.5%	30.5%
O=C(NC(=S)Nc1ccc(NC(=O)c2ccco2)cc1)c1ccccc1	-0.4%	45.0%	0.7%	89.1µM*	-0.2%	-4.6%	?	11.3%	14.6%
O=C(CNS(=O)(=O)c1ccccc1)N1CCN(C(=O)c2ccco2)CC1	-0.9%	.	.	1.2%	-9.8%	.	-0.9%[59 µM]	-11.6%	12.4%
Cc1ccccc1N1CCN(C(=S)c2ccc([N+](=O)[O-])cc2)CC1	?	-17.0%	-3.6%	12.8%	-15.8%	-10.7%	12.6µM*	-11.2%	-2.9%
CC(Sc1nnnn1C)C(=O)Nc1ccccc1-c1ccccc1 (stereo unspecified)	-11.6%	-7.0%	-2.7%	9.2%	-7.2%	-14.8%	0.8%[59 µM]	-6.5%[60.1 µM]	-0.4%
CCOc1ccc(N(CC(=O)NC2CCCC2)C(=O)CCC(=O)Nc2nccs2)cc1	4.3%	22.6%	-4.9%	45.8%[activator]	-6.8%	-2.4%	18.0%	2.4%	27.2%
COC(=O)c1cn(C(=O)c2ccccc2)c2ccccc12	?	-5.1%	-5.1%	7.8%	-21.2%	-22.8%	250.9%[activator]	-0.8%	3.1%
COc1ccc2c(c1)c1nc(SCC(C)C)n(CCO)c(=O)c1n2C	8.1%	0.4%	-5.5%	27.6%	7.1%	-2.9%	-11.8%	2.8%	0.3%
COc1cc(NC(=O)Cn2nnc(-c3ccc(C(F)(F)F)cc3)n2)c(C(=O)O)cc1OC	-5.9%	23.0%	-1.7%	-29.8%	-19.7%	10.1%	-14.1%[59 µM]	-7.8%[60.1 µM]	.
Cc1cc2cc(CNC(=O)c3ccc(S(=O)(=O)N4CCCC4)cc3)ccc2n1C	4.7%	-0.8%	-12.1%	?	-26.6%	?	?	-24.8%	-5.0%
O=[N+]([O-])c1ccc(COc2cccc(CNc3ccc(Br)cc3)c2)cc1	-36.5%	-20.3%[57.1 µM]	-1.2%	153.4%[activator]	-19.3%	-1.3%	44.7µM*	-7.5%	-4.9%
COc1ccc(CCN(C)C(=O)CN2C(=O)c3ccccc3S2(=O)=O)cc1OC	-1.5%	-1.1%	-3.5%	9.3%	-8.3%	-7.7%	?	2.0%	19.2%
CCOC(=O)N1CCC(NC(=O)CS(=O)(=O)Cc2nc(-c3cccc(OC)c3)oc2C)CC1	-3.9%	21.9%	-1.4%	17.3%	-4.0%	-4.5%	5.7%	-7.7%	-4.5%
CCn1nc(C)c(NC(=O)c2cc(Br)ccc2Cl)c1C	-1.8%	1.4%	-1.4%	-3.8%	-9.2%	-4.1%	-39.8%[59 µM]	9.6%	16.4%
c1ccc2c(c1)ncn2CCC1CCCCC1	12.6%	-27.5%	-6.5%	0.0%	-11.1%	?	-36.2%[12.7 µM]	-13.6%	0.4%
Cc1ccc(C2CC2c2n[nH]c(=S)n2-c2cccc(Cl)c2)cc1 (stereo unspecified)	-38.7%	-0.8%	-8.5%	8.6%	-13.8%	-9.9%	10µM*	-10.7%	-4.3%
CCOc1ccc(NC(=O)CN(C)C(=O)C2CC2C)cc1OCC (stereo unspecified)	-4.6%	.	.	29.8%	-6.8%	.	0.2%	-6.3%	26.5%
O=C(CCc1ccccc1)NNC(=O)Nc1ccc(Cl)cc1	0.1%	-29.3%	0.1%	-0.7%	-1.1%	-5.2%	8.2%[59 µM]	-0.3%	-9.3%
Cn1c(CNC(=O)CNC(=O)Cc2ccc(F)cc2)cc(=O)n(C)c1=O	-19.8%	13.7%	-0.4%	-1.4%	-12.9%	-5.0%	-6.0%	2.0%	13.1%
CCOC(=O)Cc1csc(NC(=O)c2ccc(C)cc2)n1	6.3%	-17.1%	0.8%	103.5%[activator]	-18.7%	-11.2%	3.4%	0.1%	-0.9%
COc1ccc(C(=O)NC(C(=O)NCc2ccccc2OC)C(C)C)cc1 (stereo unspecified)	-5.9%	0.4%	-2.6%	42.1%[activator]	-14.4%	-6.8%	-34.2%	2.1%	2.5%
COc1cc(/C=N/NC(=O)c2cccnc2)cc(Br)c1O	?	9.4%	-8.1%	-23.0%	0.3%	-4.5%	?	-6.6%	8.8%
Cc1cc(C)cc(NC(=O)c2ccc3c(c2)CCN3S(C)(=O)=O)c1	4.2%	85.5%	-6.7%	-13.3%	-8.4%	4.0%	23.7%	2.0%	-2.4%
COc1cc(NC(=S)Nc2ccccn2)c(OC)cc1Cl	-16.4%	-13.1%	-0.5%	-4.3%	3.3%	-4.4%	-34.3%	6.4%	2.5%

Assay outcomes: PubChem, National Center for Advancing Translational Sciences (NCATS)

A portion of the library, so the mix of outcomes need not match the whole.
